DAX1 inh-1 = inhibits human nuclear receptor DAX1. inhibition, % at 6.75 µM. AID 504766. P51843. 0.99% of 340,000 active. HEK293 Gal4-DAX1 luciferase reporter, luminescence;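 active = inhibition above the mean over all tested compounds plus 3 SD, cut at about 4.2% in these data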;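 also: 0% = DAX1-transfected cells with DMSO and 100% = empty-vector control cells with DMSO; inhibition shows as a rise in luminescence from relieved DAX1 repression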
Target sequence (P51843 207-470 limits assumed): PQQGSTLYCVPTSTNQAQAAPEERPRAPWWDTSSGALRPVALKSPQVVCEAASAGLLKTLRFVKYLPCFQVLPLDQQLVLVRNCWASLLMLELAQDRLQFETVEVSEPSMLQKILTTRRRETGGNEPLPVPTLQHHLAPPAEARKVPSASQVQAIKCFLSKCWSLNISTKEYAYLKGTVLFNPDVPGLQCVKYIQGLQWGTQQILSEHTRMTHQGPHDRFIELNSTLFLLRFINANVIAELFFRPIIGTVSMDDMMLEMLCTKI
GAA850 FXN act = increases GAA850 frataxin promoter reporter activity. 0.56% of 360,000 active. HEK293 lucGAA850 FXN promoter luciferase reporter, 24 h; percent of 10 µM SAHA response. AID 540364. activation, % at 6 µM;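 active = activation above the average of all compounds screened plus 3 SD, cutoff fixed separately per campaign, cut at about 7.5% in these data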;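 also: 0% = DMSO wells and 100% = 10 µM SAHA wells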
ADAM10 inh = ADAM10 inhibition, QFRET primary screen; O14672; inhibition, % at 7 µM; recombinant ADAM10, EDANS/DABCYL FRET peptide cleavage, 3 h; AID 720582; 0.62% of 370,000 active;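 active = inhibition above a per-campaign cutoff equal to the mean of compounds falling between control-based bounds plus 3 SD, cut at about 20% in these data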;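 also: 0% = DMSO wells while the 100% control is not disclosed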
Target sequence (O14672 214-748 limits assumed): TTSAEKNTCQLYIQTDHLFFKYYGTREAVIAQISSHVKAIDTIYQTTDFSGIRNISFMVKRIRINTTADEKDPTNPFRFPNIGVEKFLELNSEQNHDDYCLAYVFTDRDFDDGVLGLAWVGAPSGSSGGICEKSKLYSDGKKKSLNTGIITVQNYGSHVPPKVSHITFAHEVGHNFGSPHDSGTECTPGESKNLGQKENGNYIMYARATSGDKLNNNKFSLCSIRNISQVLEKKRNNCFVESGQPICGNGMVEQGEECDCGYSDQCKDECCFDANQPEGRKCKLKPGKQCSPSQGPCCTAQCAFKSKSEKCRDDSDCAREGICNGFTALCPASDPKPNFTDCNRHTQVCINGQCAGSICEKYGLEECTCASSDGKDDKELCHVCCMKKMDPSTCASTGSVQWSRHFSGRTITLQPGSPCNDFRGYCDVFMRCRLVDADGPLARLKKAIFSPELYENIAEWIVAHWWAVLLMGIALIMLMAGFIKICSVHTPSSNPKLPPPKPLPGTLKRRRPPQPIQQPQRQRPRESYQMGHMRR
SMARCA2 act = activators of SMARCA2 function; MG213 cells, MMTV-luciferase reporter, dexamethasone, overnight; activation, % at 9.1 µM; 1% of 370,000 active; AID 652017; in the data active = activation above about 7.8%;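 also: 0% = vehicle wells and 100% = reference activator wells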
DAX1 inh-2 = blocks DAX1 repression of SF-1 activated StAR promoter | 1.1% of 370,000 active | AID 652010 | HEK293T StAR-luciferase reporter, SF-1/DAX-1 repression relief | inhibition, % at 6.8 µM;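 active = inhibition above the mean over all tested compounds plus 3 SD, cut at about 3.6% in these data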;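 also: 0% = DAX-1 cells with DMSO and 100% = cells lacking DAX-1 with DMSO; higher inhibition means more luminescence from relief of DAX-1 repression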
PG9 binder = binds the HIV-1 gp120 antibody PG9; TR-FRET gp120-PG9 antibody binding; inhibition, % at 6.7 µM; 0.43% of 360,000 active; in the data active = inhibition above about 8.5%
GC-A act = GC-A (human) enzyme activation. P16066. HEK293 GC-A cells, cGMP TR-FRET, EC30 ANP; 0% at EC30 ANP, 100% saturating ANP. activation, % at 10 µM. 0.14% of 370,000 active; in the data active = activation above about 40%
ssDAF12 agonist = activators of S. stercoralis DAF-12 nuclear receptor. HEK293 ssDAF-12/GRIP1 lit1-tk-luc reporter, luminescence; % of 3 µM dafachronic acid response. activation, % at 6.8 µM. 1% of 370,000 active;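 active = activation above the mean over all tested compounds plus 3 SD, cut at about 0.9% in these data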;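 also: 0% = DMSO-only wells and 100% = 3 µM delta7-dafachronic acid wells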
ADAM17 inh = inhibitors of human ADAM17 | P78536 | recombinant ADAM17, EDANS/DABCYL FRET peptide cleavage | inhibition, % at 6.95 µM | 0.83% of 370,000 active | AID 720648;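 active = inhibition above the mean of compounds lying between control limits plus 3 SD, set per campaign, cut at about 8.5% in these data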;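 also: 0% = DMSO-only wells as the low control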
hcDAF12 agonist = activates DAF-12 receptor from parasite H. contortus. HEK293 hcDAF-12 lit1-tk-luc reporter, luminescence; 0% DMSO, 100% Δ7-dafachronic acid. 1.4% of 370,000 active. AID 652067. activation, % at 6.8 µM;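 active = activation above the mean of all tested compounds plus 3 SD, cut at about 5.5% in these data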;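 also: 100% = response to 3 µM Δ7-dafachronic acid high control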
hgDAF12 agonist = agonists of H. glycines DAF-12 nuclear receptor | HEK293 GAL4-hgDAF12 UAS-luciferase reporter, agonist luminescence; normalized to butyrate control | activation, % at 6.8 µM | 1.8% of 370,000 active;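 active = activation above a cutoff set at the mean of all screened compounds plus 3 SD, cut at about 10% in these data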;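 also: 0% = DMSO wells and 100% = sodium butyrate wells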
* hit, by the source's call; i = inactive; . = not tested or not shown.

SMILES	DAX1 inh-1	GAA850 FXN act	ADAM10 inh	SMARCA2 act	DAX1 inh-2	PG9 binder	GC-A act	ssDAF12 agonist	ADAM17 inh	hcDAF12 agonist	hgDAF12 agonist
O=C(CSCc1ccc(Cl)cc1Cl)Nc1ccc(O)cc1C(=O)O	1.4	-0.6	-8.0	1.8	-0.2	1.5	4.0	-0.6	-4.8	0.1	-0.8
Cc1cccc(CN(CC(=O)N/N=C/c2ccco2)S(=O)(=O)c2ccc(Cl)cc2)c1	-1.1	0.0	15.7	-0.8	-0.5	-4.0	-2.7	-1.1	5.9	-0.9	-2.1
CC1(C)CC(=O)N(c2ccc(C#N)cc2)C(=O)C1	0.9	-1.4	1.0	-1.6	-0.1	-0.1	2.9	-0.8	0.4	-0.6	3.2
Cc1cccc(Nc2ncnc3ccc(Br)cc23)c1	-1.5	-2.5	10.2	-4.0	-1.6	-0.2	2.5	-1.6	5.8	-3.7	3.7
COCCN1C(=O)c2cc(C(=O)Nc3cccc(F)c3)ccc2C1Nc1cccc(F)c1 (stereo not drawn)	-0.1	-4.2	-8.0	-1.1	-0.5	-0.3	-1.7	-1.1	-0.7	-1.3	-0.1
CSc1sc(-c2ccnc(=S)[nH]2)c(-c2ccccc2)c1C#N	.	0.5	-55.8	1.1	-0.1	-0.8	-5.4	-1.4	-24.1	-0.6	-0.9
O=C(Cn1cc([N+](=O)[O-])cn1)N1CCc2ccccc2C1	1.5	3.4	1.8	-2.0	0.7	0.0	1.0	-1.6	-3.0	-0.8	-1.8
COc1cccc(S(=O)(=O)N(C)C[C@H]2Oc3ncc(Br)cc3C(=O)N([C@@H](C)CO)C[C@@H]2C)c1	0.1	0.1	-6.2	-2.3	-1.5	1.4	-4.7	-1.1	-1.5	2.3	-2.2
Cc1cccc(Nc2nc(N)nc(CCl)n2)c1C	.	-10.1	8.3	-12.1	-1.4	-0.6	-1.6	-1.5	-2.7	-1.9	-6.2
O=C(CN1CCN(Cc2ccc3c(c2)OCO3)CC1)Nc1cc(S(=O)(=O)N2CCCC2)ccc1Cl	-0.8	-0.1	0.3	-1.0	-1.6	-1.1	5.6	-1.6	-0.8	-1.4	0.7
CNc1cncc(-c2cccc(O)c2)n1	.	1.3	i	-0.8	0.7	-0.4	1.4	-0.6	i	-0.3	5.1
O=C1/C(=C/c2cccs2)SC(=S)N1CC(=O)N1CCCCC1CCO (stereo not drawn)	2.5	1.5	-5.1	-0.3	-0.1	-1.9	-2.2	-0.7	-0.8	0.5	-0.3
Cc1ccc([N+](=O)[O-])cc1NC(=S)NC(=O)CC(C)(C)C	0.8	0.1	5.6	0.1	-0.6	-2.5	-1.5	-1.1	1.0	-1.1	-2.2
C/C(=N\NC(N)=O)c1cccc(Cl)c1	-0.1	2.2	2.5	-0.3	0.1	-0.6	2.2	-1.1	2.2	-2.1	0.1
COc1ccc(CCNC(=O)c2sc3cc(C)ccc3c2Cl)cc1	0.6	1.0	-4.8	0.4	-0.3	1.0	6.6	-1.1	-4.5	0.7	-0.9
O=c1[nH]c2ccccc2nc1NCCN1CCOCC1	1.2	0.9	-40.6	0.7	-0.2	-0.4	-2.5	-1.6	-12.2	-1.6	-1.0
O=S(=O)(c1cc(Cl)ccc1Cl)N1CCN2CCCC2C1 (stereo not drawn)	0.2	-1.3	6.4	0.5	-0.2	-0.8	5.1	-1.4	-3.0	-0.1	-1.5
CCCCn1nc(NC(=O)CC)c2cc3cc(OC)ccc3nc21	-0.2	1.7	-76.1	-0.4	-0.7	-9.9	13.3	-0.8	-49.2	0.7	-5.6
CN(c1ccccc1)S(=O)(=O)c1cc(C(=O)NCc2ccco2)ccc1Cl	0.1	1.2	2.2	1.2	-0.9	-1.0	1.7	-1.2	-0.5	-0.6	-1.6
Cc1c(C(=O)NNS(=O)(=O)c2ccccc2)sc(=S)n1C	0.7	-3.3	-0.3	-3.7	-0.2	-1.0	-3.0	-1.5	-2.0	1.3	0.3
COc1ccc(C(=O)O)cc1S(=O)(=O)Nc1ccc(C)cc1	-0.2	2.2	3.7	-0.9	1.2	1.2	3.9	-0.6	1.2	-0.1	0.0
COc1ccccc1-n1nnnc1SCC(=O)N1CCCC1=O	0.6	0.0	-4.1	-1.4	1.6	-1.0	-0.3	-0.8	0.2	-0.5	-1.4
O=C(O)CSc1ncnc2sc3c(c12)CCC3	0.2	2.8	-58.3	-1.7	-1.1	3.2	1.1	-1.9	-18.9	-0.6	0.7
O=Cc1c(-c2ccc(F)cc2)nc2ccccn12	-0.2	2.1	1.8	-3.1	0.3	0.6	2.9	-0.9	-0.3	-1.6	-1.1
CCCCNCCCOc1cc(Cl)ccc1Cl	1.6	0.0	3.6	-0.6	-0.3	3.4	-1.4	-0.4	8.3	-2.3	1.0

Carrying on:
SMILES	DAX1 inh-1	GAA850 FXN act	ADAM10 inh	SMARCA2 act	DAX1 inh-2	PG9 binder	GC-A act	ssDAF12 agonist	ADAM17 inh	hcDAF12 agonist	hgDAF12 agonist
O=C(Nc1ccc(C2CCCCC2)cc1)C1CCN(c2ncccn2)CC1	0.1	3.1	3.5	-1.4	-0.2	0.4	1.6	-1.5	4.3	-0.9	-0.9
N=c1nc2n(cc1F)C1OC(CO)C(O)C1O2 (stereo not drawn)	-2.9	-6.8	-12.7	-1.9	-3.7	-2.4	0.9	-1.5	2.9	-2.0	-6.4
CCN(CC)CCn1c(=N)n(CC(=O)c2ccc(Br)s2)c2ccccc21	.	-1.2	8.6	-0.8	0.9	-1.1	-7.2	-0.5	1.7	4.9	-1.0
CN(C)C(=O)Cn1cnc2c(cnn2-c2ccc(F)cc2)c1=O	0.7	-1.2	-1.6	-0.1	-0.2	1.2	1.7	-0.3	-1.8	-1.2	-2.4
C[C@H]1CN([C@@H](C)CO)C(=O)CCCn2nncc2CO[C@@H]1CN(C)C(=O)Nc1cccc2ccccc12	1.6	-1.1	-156.7	-2.9	-0.9	-2.3	1.2	0.7	-36.1	0.7	-3.5
Cc1cnc(NC(=O)Cc2ccccc2Cl)s1	1.1	-0.4	3.7	1.7	-0.8	-2.8	1.8	-1.2	-1.6	0.1	-0.1
CC1Cc2cc(/C(O)=C3/C(=O)C(=O)N(CCCn4ccnc4)C3c3ccc([N+](=O)[O-])cc3)ccc2O1 (stereo not drawn)	0.6	-1.4	-1.4	-0.9	-0.4	-0.8	-1.3	-1.0	-1.3	-0.2	-1.9
COc1ccc([C@@H]2[C@@H]3C(=O)N(C(C)(C)C)C(=O)[C@@H]3[C@]3(CC(C)C)C(=O)N(c4ccccc4)C(=O)N23)cc1	-0.6	14.7*	0.1	1.0	0.2	-2.9	-8.0	-0.8	-1.7	-0.7	0.3
O=C(COC(=O)c1ccc2c(c1)C(=O)N(Cc1ccncc1)C2=O)Nc1cccc2ccccc12	-0.3	3.6	-8.3	-2.6	0.6	1.9	1.8	-1.2	-5.0	0.1	0.1
CC(NC(=O)c1cccnc1)C(c1cccs1)N1CCN(c2ccccc2F)CC1 (stereo not drawn)	-0.8	0.2	7.6	2.6	-0.3	0.9	-1.3	-1.6	-0.4	-0.1	-4.3
Cc1cccc(C(=O)Nc2nc3ncccn3c2-c2ccc(F)cc2)c1	.	.	-104.6	-0.9	-1.4	.	-0.8	-0.5	-29.5	-2.3	-1.2
CC1(C)CC(=O)C(C=Nc2ccc(O)c(N=CC3=C(O)CC(C)(C)CC3=O)c2)=C(O)C1	1.9	3.7	-10.0	-2.4	0.0	-3.8	-4.9	-1.1	-10.7	1.2	1.7
OCCN1CCN(CC(O)COc2ccc(-c3ccccc3)cc2)CC1 (stereo not drawn)	0.1	3.0	-6.5	3.1	0.7	0.9	5.0	-0.9	-3.9	1.0	6.2
O=C(CN1C(=O)c2ccc([N+](=O)[O-])cc2C1=O)Nc1cc(S(=O)(=O)N2CCOCC2)ccc1Cl	-0.1	-2.3	-3.7	-3.9	1.4	-0.2	1.7	-0.6	-6.2	-0.2	1.0
O=C(CN1C(=O)COc2ccc(Cl)cc21)NC1CC1	-0.5	1.2	-10.4	2.7	0.9	-1.6	0.8	-0.9	-1.2	-1.2	0.5
COc1ccc(N2CC(C(=O)Nc3nc4ccc(S(C)(=O)=O)cc4s3)CC2=O)cc1 (stereo not drawn)	-1.2	-1.3	1.8	-1.7	-0.7	-1.0	0.0	-1.3	-1.1	0.0	0.5
O=C(Nc1ccccc1Cl)c1ccccc1CC(O)(c1ccccc1)c1ccccc1	1.1	14.2*	2.3	-1.3	-1.2	-0.1	-3.8	-1.4	2.9	-1.1	-0.9
c1nc2nc3c(c(N4CCCC4)n2n1)CCCC3	.	.	12.2	-5.9	0.2	.	4.8	-1.1	4.0	-1.0	-1.9
CCOc1ccc(Br)cc1CN(CC)CC	0.3	0.0	-10.5	2.0	-0.4	-1.3	1.0	-1.7	-4.4	-0.1	0.1
CNC(=S)N1CCN(c2nc3ccccc3s2)CC1	0.6	2.7	1.2	1.3	2.0	0.6	-4.0	-1.5	0.9	0.5	9.4
CC(=O)OC12CCCN(C1)/C(=C/c1ccc(Cl)cc1)C2 (stereo not drawn)	.	.	-14.8	-0.5	0.0	.	1.6	-1.6	-6.6	-4.2	-2.3
O=C(O)c1ccccc1-c1nc(-c2ccccc2)c(-c2ccccc2)[nH]1	0.3	1.4	-12.9	-2.1	0.0	1.1	-1.2	-1.0	-1.5	-0.2	1.7
Cc1ccc(CS(=O)(=O)Cc2ccc(C(=O)NC3CC3)o2)cc1	0.1	-0.2	-10.1	-3.4	-4.6	0.2	-1.1	-1.3	3.1	-2.7	-3.3
CC(C)(C)C(=O)N1CCN(c2ccc([N+](=O)[O-])c(NCc3cccnc3)c2)CC1	-1.2	7.5	8.5	-0.9	-0.6	-0.2	-1.2	-0.6	0.9	-2.5	0.6
COC(=O)CNC(=O)C1Nc2ccccc2C2C=CCC12 (stereo not drawn)	-0.3	0.1	-25.3	-1.6	-0.1	2.2	-0.9	-0.6	-8.8	-1.3	-2.0

Carrying on.
SMILES	DAX1 inh-1	GAA850 FXN act	ADAM10 inh	SMARCA2 act	DAX1 inh-2	PG9 binder	GC-A act	ssDAF12 agonist	ADAM17 inh	hcDAF12 agonist	hgDAF12 agonist
COCc1nnc(NC(=O)c2ccc(NC(=O)C(C)C)cc2)s1	-0.1	-1.9	1.9	1.2	-0.3	-0.1	5.5	-0.8	-1.6	0.2	-0.1
Cc1cccc(NC(=O)COC(=O)Cc2cccs2)c1C	-1.3	-0.2	-0.7	-2.6	-4.1	-1.9	0.2	-1.0	-0.7	0.9	5.0
CCCc1cc(=O)oc2c(CN3CCCC3)c(O)c(Cl)cc12	-1.3	-1.4	i	-4.2	-0.2	1.0	5.7	-1.1	i	1.0	-1.9
Brc1ccc(-c2ccc(/C=N/Nc3nncc(-c4ccccc4)n3)o2)cc1	-0.5	3.3	6.6	-1.1	-0.2	3.2	2.7	-0.9	-4.1	0.9	-1.2
Cc1ccc2c(CSc3nc4ccccc4c(=O)n3CCCO)cc(=O)oc2c1	0.7	2.9	-15.4	-5.1	-0.7	0.2	-14.2	-0.5	-5.1	-1.9	0.5
COc1cc(C(C)=O)ccc1OCC(=O)NCC1(N2CCCCC2)CCCCC1	1.9	-0.5	2.2	-3.4	0.9	-0.5	-1.8	-0.5	3.4	1.7	-3.6
